High-throughput results from PubChem.
MPTP block: mitochondrial permeability transition pore inhibitors, primary screen, biochemical, isolated mouse mitochondria, absorbance; hit rate 1.4% among 360,000; Ca2+ swelling absorbance, 30 min; inhibition, % at 10 µM; AID 602449, 2012;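 active = inhibition of 50% or more, scaled per plate between neutral and stimulator controls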;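 note: 0% = DMSO wells given calcium and 100% = 1 mM EGTA wells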
NR3A LBD binder: binders of NR3A ligand-binding domain, primary screen, biophysical, differential scanning fluorimetry, uHTS; Glutamate receptor ionotropic, NMDA 3A (GRIN3A) ligand-binding domain; NR3A LBD differential scanning fluorimetry, Tm shift; 0% = protein alone, 100% = glycine-bound protein; Tm shift relative to glycine control, % at 25 µM; hit rate 2.5% among 340,000;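 active = melting temperature shift of at least 10% of the positive control shift, at one fixed dose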
CXCR6 inh: CXCR6 receptor inhibitors, primary screen, cell-based, beta-arrestin, luminescence, CHO-K1 PathHunter, 1536-well. C-X-C chemokine receptor type 6 (Homo sapiens), O00574. inhibition, % at 20 µM. hit rate 0.36% among 360,000; in the data active = inhibition above about 34%, passing the limit was not always enough;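 note: antagonist mode with CXCL16 agonist at 10 nM final; 0% = 10 nM CXCL16 with DMSO and 100% = unstimulated wells without agonist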
Target sequence (O00574 whole entry, looked up): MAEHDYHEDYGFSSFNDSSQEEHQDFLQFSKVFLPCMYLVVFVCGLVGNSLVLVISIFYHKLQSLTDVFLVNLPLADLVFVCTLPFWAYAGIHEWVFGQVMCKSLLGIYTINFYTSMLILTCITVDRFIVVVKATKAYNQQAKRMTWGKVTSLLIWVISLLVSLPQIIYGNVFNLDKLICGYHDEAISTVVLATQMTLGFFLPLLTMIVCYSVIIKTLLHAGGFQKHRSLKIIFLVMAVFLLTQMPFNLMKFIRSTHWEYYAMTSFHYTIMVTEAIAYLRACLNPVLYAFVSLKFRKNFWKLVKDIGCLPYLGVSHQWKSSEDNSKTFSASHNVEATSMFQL
EBI2 antag: EBI2 receptor antagonists, beta-arrestin recruitment, primary screen, cell-based, luminescence, 7a,25-OHC stimulation, uHTS. 7a,25-OHC stimulated. hit rate 0.81% among 360,000. AID 651636, 2012. inhibition, % at 5 µM; in the data active = inhibition above about 38%;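 note: enzyme fragment complementation signal reports receptor beta-arrestin coupling in cells; 0% = agonist plus DMSO wells and 100% = wells without agonist; some results beyond the cut were filed as inactive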
Gli-Sufu antag: Gli-Sufu pathway antagonists, primary screen, luciferase luminescence, Sufu-KO-LIGHT cells, uHTS. Sufu-KO-LIGHT fibroblasts, Gli luciferase reporter luminescence. inhibition, % at 5 µM. hit rate 0.74% among 340,000. AID 588413, 2011;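 active = inhibition above about 55%, limit read from the data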;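 note: 0% = DMSO-treated cells and 100% = wells with medium but no cells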
A3A deaminase: APOBEC3A ssDNA deaminase inhibitors, primary screen, selectivity assay for APOBEC3G inhibitor project, biochemical, FAM/TAMRA oligo cleavage fluorescence; DNA dC->dU-editing enzyme APOBEC-3A (Homo sapiens), P31941; recombinant A3A, FAM/TAMRA ssDNA deamination fluorescence; inhibition, % at 20 µM; hit rate 0.41% among 330,000; AID 493011, 2011;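 active = at least 40% inhibition at 20 µM here, with at most 30% in a related deaminase screen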;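 note: plate controls were A3A with DMSO for no effect and wells lacking A3A enzyme for full effect; some results filed as inactive read as strong as hits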
CCR6 antag: CCR6 receptor antagonists, primary screen, cell-based, CHO-K1, luminescence, beta-arrestin, uHTS. C-C chemokine receptor type 6 (Homo sapiens), P51684. CHO-K1 CCR6 PathHunter beta-arrestin, CCL20-stimulated. inhibition, % at 20 µM. hit rate 0.49% among 340,000. AID 493098, 2011;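 active = compounds whose inhibition of the agonist-driven luminescence signal at 20 µM reaches about 50%, limit read from the data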;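 note: cells stimulated with CCL20 at 14 nM final; plate controls were DMSO with CCL20 for no effect and DMSO without agonist for full effect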
Target sequence (P51684 whole entry, looked up): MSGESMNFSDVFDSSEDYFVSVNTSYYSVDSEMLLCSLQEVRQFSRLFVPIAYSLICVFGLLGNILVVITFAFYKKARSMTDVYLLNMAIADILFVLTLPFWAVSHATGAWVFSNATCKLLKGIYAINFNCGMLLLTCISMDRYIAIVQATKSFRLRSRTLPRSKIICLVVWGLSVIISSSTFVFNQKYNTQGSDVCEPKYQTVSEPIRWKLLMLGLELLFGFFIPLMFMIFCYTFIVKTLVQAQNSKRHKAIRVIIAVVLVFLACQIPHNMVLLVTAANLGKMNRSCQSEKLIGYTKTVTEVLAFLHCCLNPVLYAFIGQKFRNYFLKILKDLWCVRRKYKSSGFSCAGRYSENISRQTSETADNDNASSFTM
APOBEC3G inh: APOBEC3G DNA deaminase inhibitors, primary screen, biochemical, fluorescence, single-stranded DNA substrate, uHTS | DNA dC->dU-editing enzyme APOBEC-3G (Homo sapiens), Q9HC16 | recombinant A3G, ssDNA deamination FAM/TAMRA fluorescence | inhibition, % at 20 µM | hit rate 0.28% among 330,000;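 active = inhibition of at least 40% at 20 µM, with no more than 30% in the related APOBEC3A deaminase screen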;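 note: plate controls were DMSO wells with A3G for no effect and wells lacking A3G enzyme for full effect; some compounds called inactive have numbers as strong as hits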
Target sequence (Q9HC16 whole entry, looked up): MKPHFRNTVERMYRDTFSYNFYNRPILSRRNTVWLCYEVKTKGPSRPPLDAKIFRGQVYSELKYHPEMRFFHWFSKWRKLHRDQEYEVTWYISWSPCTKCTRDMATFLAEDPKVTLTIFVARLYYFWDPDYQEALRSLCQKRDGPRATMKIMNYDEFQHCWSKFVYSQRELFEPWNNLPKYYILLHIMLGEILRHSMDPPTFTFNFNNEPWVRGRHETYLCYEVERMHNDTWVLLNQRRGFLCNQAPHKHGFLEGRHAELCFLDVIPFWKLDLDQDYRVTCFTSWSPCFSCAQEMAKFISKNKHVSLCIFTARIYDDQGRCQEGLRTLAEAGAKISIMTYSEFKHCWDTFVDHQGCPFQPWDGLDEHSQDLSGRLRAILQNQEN
Active calls of the source: *; . = not tested or not shown.

SMILES	MPTP block	NR3A LBD binder	CXCR6 inh	EBI2 antag	Gli-Sufu antag	A3A deaminase	CCR6 antag	APOBEC3G inh
COc1cccc(N(C(=O)c2sc(C)nc2C)C(C(=O)NCC2CCCO2)c2ccccc2)c1 (centres undefined)	-1.9	1	-5	-2	-25	-2	10	-4
COC(=O)/C(=C\c1cc(OC)c(OC)c(OC)c1)c1nc2ccccc2[nH]1	0.5	-1	21	9	6	1	7	7
O=C(Cc1ccccc1Cl)Nc1ccc(S(=O)(=O)Nc2nccs2)cc1	-0.5	-11	1	2	43	-5	0	-6
CC(C)N(Cc1ccccc1)C(=O)COC(=O)c1cc[n+]([O-])cc1	-1.4	0	-5	0	-1	-5	3	-9
CCSc1nnc([C@H](Cc2c[nH]c3ccccc23)NC(=O)OC(C)(C)C)o1	2.3	3	-8	4	3	-2	-6	-3
CCNC(=S)NNC(=O)c1ccccc1OC(F)F	-1.3	-1	-4	-6	5	1	1	-2
O=C1ON=C(c2ccc(Cl)c([N+](=O)[O-])c2)/C1=C/c1cccc([N+](=O)[O-])c1O	-1.3	-2	5	-9	3	82*	6	23
O=C(Nc1ccc(NC(=O)C2CCCN2C(=O)OCc2ccccc2)cc1)c1ccco1 (centres undefined)	0.3	-4	-13	-10	-4	0	9	-1
COCCOC(=O)C1=C(C)NC2=C(C(=O)CC(C)(C)C2)C1c1cc2c(cc1Br)OCO2 (centres undefined)	1.4	2	1	-5	-1	0	7	-2
CCc1nnc(NC(=O)CSc2nnc(-c3cc4ccccc4cc3O)n2CC)s1	16	-2	-6	-2	7	-3	-2	-7
COC(=O)c1sccc1NC(=O)C1CCCCC1C(=O)O (centres undefined)	-2.7	-2	-1	4	-3	-2	-2	-7
Cc1cc(Cl)ccc1OCC(=O)OC(C)C(=O)NC(N)=O (centres undefined)	-2.5	-3	-4	2	-21	0	-7	-2
CC(C)CN1C2CCCC1CC(NC(=S)NCc1ccco1)C2 (centres undefined)	0.0	-2	4	-1	20	1	-1	-3
COc1ccc(N2CCN(Cc3nc4c(c(=O)[nH]c(=O)n4C)n3CC(C)=O)CC2)cc1	-1.6	3	2	-3	1	1	5	-2
COCCNC(=O)NC(=O)COC(=O)c1ccc2[nH]c3c(c2c1)CCCC3	-0.7	0	-5	11	-11	-9	-2	1
COc1cc(/C=C/C(=O)Nc2cc(S(=O)(=O)N3CCOCC3)ccc2N2CCCC2)cc(OC)c1OC	-2.5	1	2	-10	17	-4	16	9
NNC(=O)Cn1c(COc2ccc(Cl)cc2)nc2ccccc21	2.8	-3	1	-5	8	-1	-2	-3
O=C(NCc1ccco1)c1cccc(F)c1	-1.2	-1	0	-14	-2	4	7	-6
O=CN1CCN(C(=O)c2cccc3c2-c2ccccc2C3=O)CC1	0.1	2	-7	-3	9	7	1	10
COc1ccccc1-c1nc2ccccc2nc1-c1ccccc1OC	2.3	-5	4	4	5	-1	16	-4
O=C(CSc1n[nH]c(-c2ccncc2)n1)Nc1ccc(Cl)cc1	-0.6	-8	-24	6	-4	-1	8	-5
O=C(CSc1nnc(C2CC2)n1-c1ccccc1)Nc1ccc(N2CCOCC2)cc1	-2.6	1	-1	17	3	-5	14	-7
Cc1cc(C(F)F)n2ncc(C(=O)O)c2n1	0.5	1	-2	-11	0	-5	-6	-5
Cc1ccc(C(=O)N/N=C\c2ccc(-c3ccc(Cl)cc3)o2)cn1	12	13*	-11	-7	-10	11	-1	-6
COc1cc(-c2noc(C)c2/C=C/c2cccc([N+](=O)[O-])c2)cc(OC)c1OC	1.7	-4	15	-10	26	-2	15	-8
COc1cc(NC(=S)NCCC(c2ccccc2)c2ccccc2)c(OC)cc1Cl	97*	24*	8	-1	5	-1	15	-8
CCOC(=O)NC(=O)CSc1ccccn1	0.4	0	-5	-6	-3	-4	0	-6
CCOC(=O)c1cccc(NC(=O)CCc2nnc3ccc(N4CCCCC4)nn23)c1	-0.3	-4	5	-5	-4	1	7	0
Cc1csc(NC(=O)CSc2nnc(Cc3cccn3C)n2CCc2ccccc2)n1	-3.0	-2	7	21	1	-5	2	-7
CCC(C)[C@H](N)c1nnc(SCc2cccc(F)c2)o1 (some centres undefined)	0.3	0	-6	-2	3	-1	3	-5
Cc1cccn2c(=O)c(/C=C(\C#N)S(=O)(=O)c3ccccc3)c(N3CCN(c4ccccc4)CC3)nc12	2.2	-1	5	7	14	2	15	-3
COc1cc(/C=N/Nc2nc(Nc3ccccc3)nc(N3CCOCC3)n2)ccc1OC(=O)c1ccco1	2.0	2	1	-9	20	-2	-4	-4
Cc1cccc(N(C(=O)Nc2ccc(Cl)cc2)C2=NCC(C)S2)n1 (centres undefined)	23	1	-6	-5	-10	-3	-1	-12
CCN=c1scc(-c2cccs2)n1/N=C/c1cc(OC)ccc1O	6.0	-7	1	41	-55	.	-1	.
COc1ccc(NC(=S)N2CCN(c3ccccc3)CC2)c(OC)c1	-0.1	-1	-17	-3	-1	-1	-3	2
CCCCc1n[nH]c(=S)n1Cc1ccc(C)cc1	-0.2	0	-10	8	-11	0	7	23
Cc1cc(C)cc(NS(=O)(=O)c2cc(Br)cnc2N)c1	1.8	-6	-2	1	-8	-2	6	-5
O=C(Nc1ccc(F)c(F)c1)c1cccnc1	0.7	-4	-6	-17	3	-2	-4	0
NC(=O)NC(CC(=O)NCc1ccc2c(c1)OCO2)c1ccccc1Cl (centres undefined)	0.2	-1	1	8	15	2	11	0
Cc1ccc(NC(=O)C2=COCCO2)cc1S(=O)(=O)N1CCOCC1	-1.9	1	-3	-5	0	1	-2	-2
COc1cccc(C(=O)O/N=C2\CCS(=O)(=O)c3sccc32)c1	-2.0	-2	-1	-2	-16	-2	14	-11
CCOc1ccc(NC(=O)CSc2nnc(C(C)C)n2CC)cc1	-1.0	0	1	1	-21	2	-9	1
CC1(C)CC(=O)C(C=NCCN2CCN(C(=S)Nc3ccc(F)cc3)CC2)=C(O)C1	-2.6	-5	2	1	1	-7	-2	-6
COC(=O)c1cc(-c2ccccc2)n(CC(=O)O)c1C	-0.8	-6	3	1	6	-4	-3	2
CN(CC(=O)Nc1ccc(F)c(F)c1F)C(=O)c1cc(S(=O)(=O)N(C)C)ccc1N1CCCC1	0.1	4	-12	2	2	.	8	.
COc1cc(C)c(Br)cc1S(=O)(=O)NCCN1CCOCC1	-0.8	-1	-2	-8	-1	-1	9	-1
COc1cc(C2C=C(C34CC5CC(CC(C5)C3)C4)NC(=S)N2)cc(OC)c1OC (centres undefined)	-4.5	-3	21	-13	0	2	31	-7
COC(=O)CCCC1=CC2=CC(=O)C(C)(OC(=O)c3cccs3)C(=O)C2=CN1CCc1c[nH]c2ccccc12 (centres undefined)	0.3	-2	-4	-13	-10	1	-1	-8
O=C(Nc1ccccc1[N+](=O)[O-])c1ccc(S(=O)(=O)N2CCCC2)cc1	-1.3	1	-9	-7	-4	-4	-7	-9
O=S(=O)(c1ccc(-c2csc(-c3cccnc3)n2)cc1)N1CCCC1	1.5	-1	-6	8	6	-1	3	-4
CC(O)[C@H]1CC[C@H]2[C@@H]3CC[C@H]4C[C@@H](O)CC[C@]4(C)[C@H]3/C(=N/O)C[C@]12C (some centres undefined)	-1.2	-1	-15	-4	3	1	9	1
CCC(C(=O)NC(C)(C)C)N(Cc1ccccc1Cl)C(=O)c1snc(C(N)=O)c1N (centres undefined)	-2.4	-1	-10	1	3	-5	22	-8
COc1ccc(N(CCCN2C(=O)c3cccc4cccc(c34)C2=O)C(=O)c2cccnc2)cc1	-1.0	-3	-1	1	17	-3	13	-5
N/C(COc1cccc(Cl)c1)=N\NS(=O)(=O)c1ccccc1	-0.7	-3	-3	5	1	2	3	-1
c1ccc(-c2nnc(SCc3nc4ccccc4[nH]3)n2Cc2ccco2)nc1	2.0	1	1	-3	12	-2	16	-10
Cc1ccc2c(c1)C1C=CCC1C(C(=O)NCCCN1CCOCC1)N2 (centres undefined)	-0.9	0	2	-3	-6	-6	-3	-11
CC(=O)c1cccc(N(CC(=O)NCC2CCCO2)C(=O)CCC(=O)Nc2cc(C)on2)c1 (centres undefined)	0.7	0	-6	6	-5	-1	-7	-4
Cn1ccnc1SCc1cc(=O)[nH]c2ccccc12	87*	0	-4	-9	-12	-4	12	-5
Nc1nc(SCC(=O)NCc2ccc(F)cc2)[nH]c(=O)c1NC(=O)c1ccc(Cl)cc1	1.9	0	-8	-5	-1	-2	4	-2
CC1CN(C(=O)c2cc(Br)c(Br)s2)CC(C)O1 (centres undefined)	-0.8	0	16	6	6	3	10	8

Carrying on:
SMILES	MPTP block	NR3A LBD binder	CXCR6 inh	EBI2 antag	Gli-Sufu antag	A3A deaminase	CCR6 antag	APOBEC3G inh
Cc1ccc(CC(=O)NC2CCCc3ccccc32)cc1C (centres undefined)	1.7	-2	6	20	1	1	9	-14
CCOc1ccc(NC(=O)COC(=O)CN2CCCCCC2=O)cc1	-1.7	0	-5	1	5	-1	3	14
Cc1coc2cc3oc(=O)c(CCC(=O)O)c(C)c3cc12	-0.4	0	5	2	2	-1	8	1
COc1ccccc1/C=N/NC(=O)c1cccc(NC(=O)c2ccccc2C)c1	-0.8	-3	0	-8	28	-3	2	-12
CC(C)CN(C(=O)COC(=O)CCc1c[nH]c2ccccc12)C1CCS(=O)(=O)C1 (centres undefined)	-1.6	3	1	-5	2	0	2	1
Cc1noc(C)c1COC(=O)c1cc(S(=O)(=O)N2CCOCC2)ccc1Cl	0.1	0	-3	-5	9	-4	9	-7
OCCOCCNc1ncnc2nc[nH]c12	-0.7	3	5	-3	-9	1	-4	-11
CSc1ccccc1NC(=O)COC(=O)c1ccc(-n2nc(C)cc2C)cc1	-1.2	2	3	-6	14	1	13	-2
CCCCN(C)CCC(=O)Nc1ccc(Cl)cc1	-1.9	2	-5	9	10	-2	16	-6
CCN(CC)S(=O)(=O)c1ccc(N2CCOCC2)c(NC(=O)c2ccc(N3CCCC3=O)cc2)c1	-0.7	-1	0	5	-2	3	-14	-13
Cc1ccc(NC(=O)C2CCN(S(=O)(=O)c3ccc4c(c3)OCCCO4)CC2)nc1	0.6	1	-11	-8	0	-3	2	-11
O=C(C[C@H]1C/C=C\CCC(=O)O[C@@H](c2ccccc2)CNC1=O)NCCO	-0.6	0	-1	-6	-6	-3	4	-8

Entries shown so far that have a tert-butyl group:
SMILES	MPTP block	NR3A LBD binder	CXCR6 inh	EBI2 antag	Gli-Sufu antag	A3A deaminase	CCR6 antag	APOBEC3G inh
CCSc1nnc([C@H](Cc2c[nH]c3ccccc23)NC(=O)OC(C)(C)C)o1	2.3	3	-8	4	3	-2	-6	-3
CCC(C(=O)NC(C)(C)C)N(Cc1ccccc1Cl)C(=O)c1snc(C(N)=O)c1N (centres undefined)	-2.4	-1	-10	1	3	-5	22	-8

Remaining list, next part.
SMILES	MPTP block	NR3A LBD binder	CXCR6 inh	EBI2 antag	Gli-Sufu antag	A3A deaminase	CCR6 antag	APOBEC3G inh
COc1ccc(Cl)cc1NS(=O)(=O)c1c(C)nc2sccn2c1=O	1.3	-2	1	-3	1	-3	6	-5
CCCNC(=O)NC(=O)COC(=O)/C=C/c1cc(Br)ccc1F	0.7	-2	-9	2	40	1	10	-11
Cc1cc(NC(=O)CSc2nccn2C)no1	1.5	1	-6	-3	-8	1	-1	1
CCN1CCN(C(=O)/C=C\C(=O)O)CC1	-4.0	4	-6	-22	-2	2	-9	-3
CCOc1ccc2nc3cc(NCc4ccc(OC)cc4)ccc3c(N)c2c1	2.1	3	-12	-12	64*	18	-10	1
